Compound activity: PubChem BioAssay, several laboratories
mABHD4 FP = inhibits mouse alpha/beta hydrolase domain 4; Q8VD66; purified mABHD4, FP-Rh probe fluorescence polarization; inhibition, % at 8.92 µM; actives 0.54% (n = 370,000); AID 720543;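 active = inhibition exceeding the mean over every tested compound plus 3 SD, cut at about 30% in these data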;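 also: 0% = plate median of compound wells and 100% = S159A mutant with DMSO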
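Test system: mouse ABHD4 enzyme, wild type. Reagent: FP-Rh fluorescent activity-based probe, added after compound pre-incubation. Timing: pre-incubation 45 min, probe exposure 60 min, at 25 °C. Technique: FP readout, ex 525 nm / em 598 nm. Benchmarks: high control S159A mutant with DMSO, low control median of compound wells.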
GC-B act = GC-B (human) receptor activation; HEK293-GC-B cells, CNP EC30, cGMP TR-FRET; 0% at EC30 CNP, 100% saturating CNP; activation, % at 10 µM; actives 0.11% (n = 370,000);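 active = activation at 10 µM reaching about 35% in either raw or pattern-adjusted values, limit read from the data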
ASAP1 GAP inh = ASAP1 ArfGAP inhibition; Q9ULH1; ASAP1-stimulated ARF1 GTP hydrolysis, GDP FP detection; inhibition, % at 16.5 µM; actives 0.19% (n = 360,000); in the data active = inhibition above about 25%;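 also: 0% = vehicle with enzyme and substrate and 100% = no enzyme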
NPR1 activator = GC-A (human) enzyme activation | P16066 | HEK293 GC-A cells, cGMP TR-FRET, EC30 ANP; 0% at EC30 ANP, 100% saturating ANP | activation, % at 10 µM | actives 0.14% (n = 370,000); in the data active = activation above about 40%
NR1D1 modulator = Rev-erb alpha (human) modulation; Rev-erbα–FITC-DNA binding, fluorescence polarization, 90 min; activity, % at 10 µM; actives 0.79% (n = 370,000); AID 1259318;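 active = activity above about 14%, limit read from the data; passing the limit was not always enough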;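 also: 0% = DMSO wells with 35 nM protein and 100% = DMSO wells with 750 nM protein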
Target sequence (P20393 whole entry, looked up): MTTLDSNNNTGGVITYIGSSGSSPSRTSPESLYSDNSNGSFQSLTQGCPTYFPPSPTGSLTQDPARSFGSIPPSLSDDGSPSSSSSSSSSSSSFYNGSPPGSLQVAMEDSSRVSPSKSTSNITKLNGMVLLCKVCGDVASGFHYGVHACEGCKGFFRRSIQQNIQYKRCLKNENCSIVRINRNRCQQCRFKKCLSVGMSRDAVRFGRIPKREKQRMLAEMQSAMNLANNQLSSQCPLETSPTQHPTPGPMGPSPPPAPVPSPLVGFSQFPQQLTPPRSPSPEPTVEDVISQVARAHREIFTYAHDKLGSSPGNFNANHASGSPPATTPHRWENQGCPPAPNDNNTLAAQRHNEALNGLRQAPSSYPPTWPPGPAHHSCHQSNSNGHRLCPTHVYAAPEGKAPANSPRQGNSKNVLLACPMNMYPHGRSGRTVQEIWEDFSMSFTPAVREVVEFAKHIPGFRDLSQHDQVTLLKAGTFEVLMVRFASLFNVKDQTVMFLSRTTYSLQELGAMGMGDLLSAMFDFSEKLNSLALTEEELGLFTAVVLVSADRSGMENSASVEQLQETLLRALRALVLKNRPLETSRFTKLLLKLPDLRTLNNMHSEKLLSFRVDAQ
ARFGAP1 inhibitor = inhibits rat ARF GTPase activating protein 1. actives 0.26% (n = 360,000). AID 651572. inhibition, % at 16.5 µM. Arfgap1-stimulated ARF1 GTP hydrolysis, GDP FP detection;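 active = inhibition above a per-plate limit, mean inhibition of low control wells plus 3 SD, cut at about 25% in these data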;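 also: 0% = DMSO wells with enzyme and 100% = wells lacking Arfgap1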
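Assay system: Rat Arfgap1 GAP domain (His6, aa 1-136), purified enzyme | Buffer or medium: HEPES 25 mM pH 7.5, NaCl 150 mM, MgCl2, DTT | Schedule: GTP hydrolysis reaction 2 h at 25 °C | Signal: FP of antibody-bound GDP Alexa 633 tracer, ex 620/em 688 nm | Measure: Percent inhibition of Arfgap1-stimulated GTP hydrolysis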
SMARCA2 act = activators of SMARCA2 function. MG213 cells, MMTV-luciferase reporter, dexamethasone, overnight. activation, % at 9.1 µM. actives 1% (n = 370,000); in the data active = activation above about 7.8%;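 also: 0% = vehicle wells and 100% = reference activator wells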
HTRA1 inhibitor = HTRA1 (human) protease inhibition | Q92743 | recombinant HTRA1, FP-rhodamine activity-based probe, fluorescence polarization | inhibition, % at 5.96 µM | actives 0.5% (n = 340,000); in the data active = inhibition above about 36%;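 also: 0% = enzyme with DMSO and 100% = wells lacking enzyme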
Target sequence (Q92743 whole entry, looked up): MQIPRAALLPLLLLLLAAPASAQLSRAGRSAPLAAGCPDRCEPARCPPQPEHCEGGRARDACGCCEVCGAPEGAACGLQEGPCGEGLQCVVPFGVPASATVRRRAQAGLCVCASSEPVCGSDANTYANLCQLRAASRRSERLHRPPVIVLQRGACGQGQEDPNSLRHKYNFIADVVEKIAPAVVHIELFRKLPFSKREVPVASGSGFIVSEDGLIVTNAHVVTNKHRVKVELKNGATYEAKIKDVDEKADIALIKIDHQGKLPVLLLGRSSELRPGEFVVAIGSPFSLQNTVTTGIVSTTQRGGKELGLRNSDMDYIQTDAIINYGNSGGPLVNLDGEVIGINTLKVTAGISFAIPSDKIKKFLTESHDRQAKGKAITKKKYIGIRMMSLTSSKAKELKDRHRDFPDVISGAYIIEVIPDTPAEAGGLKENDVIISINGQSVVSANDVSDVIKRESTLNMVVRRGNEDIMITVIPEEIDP
PG9 binder = PG9 antibody binding by small molecule; actives 0.43% (n = 360,000); inhibition, % at 6.7 µM; TR-FRET gp120-PG9 antibody binding; in the data active = inhibition above about 8.5%
rCAG RNA binder = r(CAG) repeat RNA binding | inhibition, % at 3 µM | actives 1.3% (n = 370,000) | TO-PRO-1 dye displacement fluorescence;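 active = inhibition above the plate cutoff, the mean of all test compounds on that plate plus 3 SD, cut at about 35% in these data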;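 also: 0% = DMSO alone and 100% = 100 µM mitoxantrone as full dye displacement; higher means more dye released from RNA so lower well fluorescence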
Numbers without * were called inactive; & = joins results of further samples.

For Cc1nc2ccc(Nc3nc4cc(S(=O)(=O)N5CCOCC5)ccc4o3)cc2s1 the results were mABHD4 FP -13, GC-B act -2, ASAP1 GAP inh 15, NPR1 activator -1, NR1D1 modulator 0, ARFGAP1 inhibitor 7, SMARCA2 act -3, HTRA1 inhibitor -12, PG9 binder -1.3 and rCAG RNA binder 15.
For Cc1ccc(NC2=Nc3ccccc3CC2)cc1 the results were mABHD4 FP 6, GC-B act -3, ASAP1 GAP inh 5, NPR1 activator 4, NR1D1 modulator 4, ARFGAP1 inhibitor -6, SMARCA2 act 6, HTRA1 inhibitor -1, PG9 binder -0.8 and rCAG RNA binder -1.
`CCOC(=O)c1ccc(NS(=O)(=O)c2ccc3oc(=O)[nH]c3c2)cc1` gave mABHD4 FP -5, GC-B act 5, ASAP1 GAP inh -5, NPR1 activator 0, NR1D1 modulator 5, ARFGAP1 inhibitor -11, SMARCA2 act -2, HTRA1 inhibitor 7, PG9 binder -0.9 and rCAG RNA binder 7.
For O=C(CN1CCc2ccccc2C1)NCc1ccco1 the results were mABHD4 FP 2, GC-B act 4, ASAP1 GAP inh -10, NPR1 activator 3, NR1D1 modulator -1, ARFGAP1 inhibitor 0, SMARCA2 act -3, HTRA1 inhibitor 4, PG9 binder -1.3 and rCAG RNA binder -3.
For CCN1CCN(C(=O)CN2C(=O)c3cccc4cccc2c34)CC1 the results were mABHD4 FP 3, GC-B act 5, ASAP1 GAP inh -6, NPR1 activator 1, NR1D1 modulator -6, ARFGAP1 inhibitor 4, SMARCA2 act 0, HTRA1 inhibitor -3, PG9 binder -1.9 and rCAG RNA binder -3.
Cc1ccc(-n2c(-c3ccco3)nc3c(cnn3-c3ccc(C)cc3)c2=O)cc1 was read as mABHD4 FP -4, GC-B act -2, ASAP1 GAP inh -5, NPR1 activator -1, NR1D1 modulator 2, ARFGAP1 inhibitor 3, SMARCA2 act -2, HTRA1 inhibitor -2, PG9 binder 2.6 and rCAG RNA binder 4.
Screening Cc1sc2ncnc(OCC(=O)Nc3ccc4c(c3)OCCO4)c2c1C returned mABHD4 FP 0, GC-B act 3, ASAP1 GAP inh 4, NPR1 activator 4, NR1D1 modulator -5, ARFGAP1 inhibitor -2, SMARCA2 act 0, HTRA1 inhibitor -3, PG9 binder -1.0 and rCAG RNA binder 9.
Cc1ccccc1OCC(=O)OCC(=O)NC1CC1 was read as mABHD4 FP -1, GC-B act 7, ASAP1 GAP inh 2, NPR1 activator 0, NR1D1 modulator 6, ARFGAP1 inhibitor 1, SMARCA2 act 1, HTRA1 inhibitor 1, PG9 binder 0.8 and rCAG RNA binder -1.
O=C(c1ccc(Cl)c(S(=O)(=O)Nc2ccccc2C(=O)N2CCc3ccccc3C2)c1)N1CCc2ccccc2C1 was read as mABHD4 FP -5, GC-B act -1, ASAP1 GAP inh -12, NPR1 activator 0, NR1D1 modulator -6, ARFGAP1 inhibitor 0, SMARCA2 act 1, HTRA1 inhibitor -31, PG9 binder -3.6 and rCAG RNA binder 32.
CCc1ccc(S(=O)(=O)NCc2cn3cccc(C)c3n2)s1 was read as mABHD4 FP -1, GC-B act 4, ASAP1 GAP inh -12, NPR1 activator 1, NR1D1 modulator 4, ARFGAP1 inhibitor 5, SMARCA2 act -2, HTRA1 inhibitor 2, PG9 binder 2.1 and rCAG RNA binder 4.
`C=C(C)COc1ccc(-c2[nH]ncc2Oc2ccc(OC)cc2)c(O)c1` gave mABHD4 FP -16, GC-B act -4, ASAP1 GAP inh -1, NPR1 activator 6, NR1D1 modulator 1, ARFGAP1 inhibitor 12, SMARCA2 act 0, HTRA1 inhibitor -2, PG9 binder -0.2 and rCAG RNA binder 11.
`Cc1ccc(N2Cc3ccccc3C2=S)cc1` gave mABHD4 FP -7, GC-B act 8, ASAP1 GAP inh 7, NPR1 activator 7, NR1D1 modulator -8, ARFGAP1 inhibitor 4, SMARCA2 act 13*, HTRA1 inhibitor -3, PG9 binder -3.5 and rCAG RNA binder -2.
`COc1ccc(CCNc2ccc([N+](=O)[O-])cn2)cc1` gave mABHD4 FP 2, GC-B act -7, ASAP1 GAP inh -5, NPR1 activator -1, NR1D1 modulator -1, ARFGAP1 inhibitor -15, SMARCA2 act 0, HTRA1 inhibitor -1, PG9 binder -2.1 and rCAG RNA binder -3.
`COc1ccc(CCNC(=O)CSc2nnc3c(n2)[nH]c2ccc(F)cc23)cc1OC` gave mABHD4 FP 3, GC-B act -2, ASAP1 GAP inh -1, NPR1 activator -1, NR1D1 modulator -3, ARFGAP1 inhibitor 4, SMARCA2 act -3, HTRA1 inhibitor 6, PG9 binder -0.6 and rCAG RNA binder 2.
`O=c1c2ccccc2nc(/C=C/c2ccc(Br)cc2)n1CCO` gave mABHD4 FP -16, GC-B act 5, ASAP1 GAP inh -3, NPR1 activator 5, NR1D1 modulator 24, ARFGAP1 inhibitor -13, SMARCA2 act -2, PG9 binder -0.1 and rCAG RNA binder -1.

The closing two records of the section before come first, to join the parts:
`COc1ccc(CCNC(=O)CSc2nnc3c(n2)[nH]c2ccc(F)cc23)cc1OC` gave mABHD4 FP 3, GC-B act -2, ASAP1 GAP inh -1, NPR1 activator -1, NR1D1 modulator -3, ARFGAP1 inhibitor 4, SMARCA2 act -3, HTRA1 inhibitor 6, PG9 binder -0.6 and rCAG RNA binder 2.
`O=c1c2ccccc2nc(/C=C/c2ccc(Br)cc2)n1CCO` gave mABHD4 FP -16, GC-B act 5, ASAP1 GAP inh -3, NPR1 activator 5, NR1D1 modulator 24, ARFGAP1 inhibitor -13, SMARCA2 act -2, PG9 binder -0.1 and rCAG RNA binder -1.
For CCCc1nc(SCC(=O)N2c3ccccc3CC2C)c2c(C)c(C)sc2n1 (stereo unspecified) the results were mABHD4 FP -1, GC-B act -1, ASAP1 GAP inh 9, NPR1 activator -6, NR1D1 modulator 5, ARFGAP1 inhibitor -7, SMARCA2 act 0, HTRA1 inhibitor -4, PG9 binder -0.2 and rCAG RNA binder 0.
Screening Cc1cccc(N(C)C(=S)Oc2ccc3ccccc3c2)c1 returned mABHD4 FP -23, GC-B act 0, ASAP1 GAP inh 2, NPR1 activator 2, NR1D1 modulator 7&-4, ARFGAP1 inhibitor 12, SMARCA2 act 4, HTRA1 inhibitor -9, PG9 binder -2.3 and rCAG RNA binder 2.
`COCCNC(=O)C(=O)Nc1ccc(Cl)cc1C` gave mABHD4 FP 8, GC-B act 5, ASAP1 GAP inh -10, NPR1 activator 3, NR1D1 modulator -6, ARFGAP1 inhibitor -2, SMARCA2 act -3, HTRA1 inhibitor 15, PG9 binder -1.1 and rCAG RNA binder -4.
Screening O=c1nc(N2CCCC2)nc(Nc2ccccc2)[nH]1 returned mABHD4 FP -7, GC-B act 3, ASAP1 GAP inh 4, NPR1 activator 4, NR1D1 modulator 2, ARFGAP1 inhibitor 5, SMARCA2 act -1, HTRA1 inhibitor 3, PG9 binder -1.0 and rCAG RNA binder 8.
Screening c1ccc(COc2ccc(CNCc3cccnc3)cc2)cc1 returned mABHD4 FP 1, GC-B act -7, ASAP1 GAP inh 13, NPR1 activator -26, NR1D1 modulator -3, ARFGAP1 inhibitor 10, SMARCA2 act 1, HTRA1 inhibitor 2, PG9 binder -3.0 and rCAG RNA binder -4.
For C/C(=N\O)c1ncc(C(F)(F)F)cc1Cl the results were mABHD4 FP -3, GC-B act -1, ASAP1 GAP inh 9, NPR1 activator 1, NR1D1 modulator -4, ARFGAP1 inhibitor 16, SMARCA2 act -1, HTRA1 inhibitor 2, PG9 binder 0.0 and rCAG RNA binder -5.
`CCc1ccc2oc(-c3ccc(N)cc3)nc2c1` gave mABHD4 FP 9, GC-B act -7, ASAP1 GAP inh 4, NPR1 activator 3, NR1D1 modulator 5, ARFGAP1 inhibitor -4, SMARCA2 act 1, HTRA1 inhibitor -6, PG9 binder 2.5 and rCAG RNA binder 5.
Screening COc1ccc(NS(=O)(=O)c2ccc(O)c(NC(=O)c3ccc(S(=O)(=O)N4CCCCCC4)cc3)c2)cc1 returned mABHD4 FP -27, GC-B act -1, ASAP1 GAP inh -14, NPR1 activator 0, NR1D1 modulator -7, ARFGAP1 inhibitor -3, SMARCA2 act -5, HTRA1 inhibitor -17, PG9 binder -2.7 and rCAG RNA binder 68*.
Screening CCN1CCN(c2ccc(N3CCN(S(=O)(=O)c4ccc(C)c([N+](=O)[O-])c4)CC3)nn2)CC1 returned mABHD4 FP 0, GC-B act 3, ASAP1 GAP inh 11, NPR1 activator 2, NR1D1 modulator -7, ARFGAP1 inhibitor -2, SMARCA2 act -1, HTRA1 inhibitor 0, PG9 binder -1.9 and rCAG RNA binder -4.
`CCC(C)(C)NC(=O)CN(C(=O)CCC(=O)Nc1nccs1)c1cccc(C)c1` gave mABHD4 FP -2, GC-B act 0, ASAP1 GAP inh -1, NPR1 activator -3, NR1D1 modulator 7, ARFGAP1 inhibitor 7, SMARCA2 act 0, HTRA1 inhibitor -9, PG9 binder -3.9 and rCAG RNA binder -10.
`CCC1(c2ccc(F)cc2)NC(=O)N(CC(=O)N(CCC#N)c2ccccc2)C1=O` (stereo unspecified) gave mABHD4 FP 11, GC-B act -3, ASAP1 GAP inh -14, NPR1 activator -2, NR1D1 modulator 0, ARFGAP1 inhibitor 2, SMARCA2 act -4, HTRA1 inhibitor 3, PG9 binder 0.9 and rCAG RNA binder -3.
For CCOC(=O)C1CCN(C(=O)C2CCC(=O)N(Cc3cccc(C(F)(F)F)c3)C2)CC1 (stereo unspecified) the results were mABHD4 FP 9, GC-B act -3, ASAP1 GAP inh -1, NPR1 activator 2, NR1D1 modulator -1, ARFGAP1 inhibitor 1, SMARCA2 act -1, HTRA1 inhibitor 9, PG9 binder -1.5 and rCAG RNA binder -10.
Screening O=C(Nc1ccc(F)c(F)c1)C1CCCCC1 returned mABHD4 FP 1, GC-B act -1, ASAP1 GAP inh 0, NPR1 activator -2, NR1D1 modulator 0, ARFGAP1 inhibitor -5, SMARCA2 act 0, HTRA1 inhibitor -9, PG9 binder 1.0 and rCAG RNA binder 2.
`Cc1ccccc1COc1ccc(-c2nnn(CC(=O)O)n2)cc1` gave mABHD4 FP -2, GC-B act 3, ASAP1 GAP inh -8, NPR1 activator 8, NR1D1 modulator 1, ARFGAP1 inhibitor 6, SMARCA2 act 3, HTRA1 inhibitor -6, PG9 binder -2.8 and rCAG RNA binder 14.
Nc1ncnc2c1ncn2CCN1CCCCC1 was read as mABHD4 FP 3, GC-B act -4, ASAP1 GAP inh -5, NPR1 activator -1, NR1D1 modulator -4, ARFGAP1 inhibitor -1, SMARCA2 act 1, HTRA1 inhibitor 1, PG9 binder 0.8 and rCAG RNA binder 2.
Screening CCOc1ccc(NC(=O)Nc2cc(C(=O)O)ccc2N2CC3CC(C2)c2cccc(=O)n2C3)cc1 (stereo unspecified) returned mABHD4 FP 6, GC-B act 0, ASAP1 GAP inh -6, NPR1 activator 3, NR1D1 modulator 1, ARFGAP1 inhibitor -3, SMARCA2 act -2, HTRA1 inhibitor 6, PG9 binder -1.6 and rCAG RNA binder 10.
For COc1ccc(CCNc2oc(-c3ccc(OC)c(OC)c3)nc2P(=O)(OC)OC)cc1OC the results were mABHD4 FP 0, GC-B act -3, ASAP1 GAP inh -1, NPR1 activator -5, NR1D1 modulator 1, ARFGAP1 inhibitor 4, SMARCA2 act 7, HTRA1 inhibitor 4, PG9 binder -1.4 and rCAG RNA binder -5.
